# MC4R antag cAMP: MC4R antagonists of cAMP signaling, primary screen, cell-based, TR-FRET, antagonist arm of biased-ligand search; inhibition, % at 6.5 µM; AID 540295, 2011; MC4R-expressing cells, MTII-stimulated cAMP, LANCE TR-FRET; 360,000 tested, 0.48% active; Melanocortin receptor 4 (Homo sapiens), P32245;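 active means inhibition above its plate's cutoff, the mean of tested wells on that plate plus 3 SD, cut at about 29% in these data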;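 further: 0% = Melanotan II alone and 100% = Melanotan II plus saturating MCL0020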
#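 Material – human MC4R-expressing U2OS cells · Repeats – no replicates · Detection – TR-FRET with Eu-cAMP and labeled anti-cAMP, 671 nm · Times – compound 30 min, challenge 1 h, detection 1 h · Compound – single nominal compound dose of 6.5 µM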
# TLR9-MyD88 block: inhibitors of TLR9-MyD88 association in cells, primary screen, cell-based, CHO, BLA complementation, fluorescence; AID 504734, 2011; inhibition, % at 4.98 µM; 340,000 tested, 0.21% active; Toll-like receptor 9 (Homo sapiens) + Myeloid differentiation primary response protein …; CCF4 FRET ratio;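 active means inhibition above the mean over all tested compounds plus 3 SD, cut at about 21% in these data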;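 further: 0% = DMSO only wells and 100% = clavulanate BLA inhibitor control wells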
# Target sequence (Q99836 whole entry, looked up): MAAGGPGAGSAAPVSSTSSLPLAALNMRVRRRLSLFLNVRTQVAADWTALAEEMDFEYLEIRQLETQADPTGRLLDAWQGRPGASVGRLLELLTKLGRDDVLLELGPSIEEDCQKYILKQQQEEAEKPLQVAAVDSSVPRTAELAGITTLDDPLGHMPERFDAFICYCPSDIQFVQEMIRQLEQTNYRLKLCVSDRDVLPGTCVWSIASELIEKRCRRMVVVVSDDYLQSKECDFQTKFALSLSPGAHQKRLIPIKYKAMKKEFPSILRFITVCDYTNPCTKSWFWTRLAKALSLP
# Target sequence (Q9NR96 whole entry, looked up): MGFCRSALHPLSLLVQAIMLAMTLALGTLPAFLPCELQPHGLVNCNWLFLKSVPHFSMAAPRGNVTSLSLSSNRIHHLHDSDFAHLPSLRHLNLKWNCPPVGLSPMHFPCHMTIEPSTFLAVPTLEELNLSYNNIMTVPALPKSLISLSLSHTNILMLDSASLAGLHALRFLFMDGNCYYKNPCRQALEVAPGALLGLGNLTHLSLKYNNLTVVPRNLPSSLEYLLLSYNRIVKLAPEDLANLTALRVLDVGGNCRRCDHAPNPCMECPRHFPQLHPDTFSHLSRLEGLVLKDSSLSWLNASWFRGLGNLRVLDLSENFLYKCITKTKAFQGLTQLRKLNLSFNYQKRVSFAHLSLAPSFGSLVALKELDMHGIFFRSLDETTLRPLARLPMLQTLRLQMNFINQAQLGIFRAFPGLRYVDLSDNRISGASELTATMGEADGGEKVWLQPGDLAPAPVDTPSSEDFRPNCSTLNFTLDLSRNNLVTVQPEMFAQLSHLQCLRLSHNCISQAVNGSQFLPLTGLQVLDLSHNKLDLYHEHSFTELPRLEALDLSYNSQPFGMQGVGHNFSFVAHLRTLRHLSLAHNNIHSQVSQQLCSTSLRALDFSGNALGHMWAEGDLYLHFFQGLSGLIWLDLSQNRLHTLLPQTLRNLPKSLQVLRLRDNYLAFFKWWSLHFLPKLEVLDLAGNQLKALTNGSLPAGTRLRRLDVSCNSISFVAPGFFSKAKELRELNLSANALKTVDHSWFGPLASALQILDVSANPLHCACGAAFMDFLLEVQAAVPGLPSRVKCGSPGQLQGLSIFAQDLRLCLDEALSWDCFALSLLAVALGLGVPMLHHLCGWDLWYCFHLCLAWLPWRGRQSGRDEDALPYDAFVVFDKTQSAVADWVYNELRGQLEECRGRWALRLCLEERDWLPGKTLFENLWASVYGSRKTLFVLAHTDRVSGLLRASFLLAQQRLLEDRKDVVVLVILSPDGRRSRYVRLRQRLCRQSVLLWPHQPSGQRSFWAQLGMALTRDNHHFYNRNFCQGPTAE
# ABHD5 PLIN5 PPI: ABHD5-PLIN5 interaction inhibitors, primary screen, cell lysate, split luciferase complementation, luminescence. 360,000 tested, 0.78% active. Split G. princeps luciferase complementation, 4 h. inhibition, % at 4 µM;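 active means inhibition above the mean inhibition across every tested compound plus 3 SD, cut at about 22% in these data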;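 further: 0% = DMSO only wells and the 100% control is not disclosed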
# Glyco luc inh: increase of ERlucT glycosylation luciferase signal, primary screen, N-linked glycosylation inhibitor project, D54 ERlucT cells, luminescence, set 2 | D54 ERlucT glycosylation luciferase reporter, 24 h; percent of 100 nM tunicamycin response | 360,000 tested, 0.23% active | reporter increase, % at 12.5 µM;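 active means mean luciferase reporter signal, scaled so untreated is 0 and the glycosylation-blocking control 100, at or above a set limit in every replicate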;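 further: luciferase carries N-glycosylation sites so blocking glycosylation raises the light; 0% = median of neutral control wells and 100% = median of 100 nM tunicamycin wells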
# aDG glyco up: activators of alpha-DG glycosylation, primary screen, uHTS, Pro5-aDG cells, AlphaScreen | activation, % at 10 µM | 360,000 tested, 0.22% active | alpha-DG glycosylation AlphaScreen (IIH6); 0% Pro5, 100% B10-LARGE cell signal | AID 624168, 2012;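 active means activation of at least 8% versus controls, or a plate z-score of at least 8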;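 further: Pro5 are CHO cells carrying HIG-tagged alpha-DG that lacks glycosylation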
# Vif imaging: HIV Vif self-association inhibitors, primary screen, imaging, HEK293T, single point | HEK293T cells, Vif self-association by quenched fluorescence, 24 h | inhibition, % at 7.49 µM | 340,000 tested, 0.35% active | AID 602346, 2012; in the data active means inhibition above about 50%, passing the limit was not always enough; further: some results filed as inactive read as strong as hits
# MC4R ag barr: MC4R agonists recruiting beta-arrestin, primary screen, cell-based, luminescence, agonist arm of biased-ligand search | Melanocortin receptor 4 (Homo sapiens), P32245 | activation, % at 8.9 µM | 360,000 tested, 0.98% active | U2OS MC4R beta-arrestin complementation; percent of melanotan II response, DMSO zero;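 active means activation above a per-plate cutoff, the mean activation of sample wells on that plate plus 3 SD, cut at about 8% in these data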
# ABCB6 inh MLPCN: ABCB6 transporter inhibitors, primary screen, K562-ABCB6 cells, flow cytometry, MLPCN library; K562-ABCB6 porphyrin accumulation, 1 h; active compounds read low; ATP-binding cassette sub-family B member 6 (Homo sapiens), Q9NP58; fluorescence ratio to DMSO, % at 10 µM; 360,000 tested, 0.19% active;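 active means fluorescence ratio to DMSO below 75%, the collection mean minus 3 SD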;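 further: signal is porphyrin accumulated inside mitochondria; 100% equals median channel fluorescence of DMSO control wells; lower ratio means ABCB6 inhibition with less porphyrin fluorescence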
# NOD2-RIPK2 inh: NOD2-RIPK2 binding disruptors in cells, primary screen, fluorescence, CHO cells, BLA complementation. Receptor-interacting serine/threonine-protein kinase 2 (Homo sapiens), O43353. CCF4 ratio. inhibition, % at 4.98 µM. 360,000 tested, 0.38% active. AID 624267, 2012; in the data active means inhibition above about 21%;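 further: 0% = vehicle only and 100% = reference blocker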
# Granule exo inh: LAMP-1 surface exposure blockers, TALL-104 cells – cell-based, flow cytometry, MLPCN library, primary screen; TALL-104 LAMP-1 surface exposure; cells stimulated with thapsigargin and PMA; inhibition, % at 10 µM; 360,000 tested, 0.66% active;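 active means inhibition above about 55%, limit read from the data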
# Active calls of the source: *; x = not tested or not shown.
MC4R antag cAMP | TLR9-MyD88 block | ABHD5 PLIN5 PPI | Glyco luc inh | aDG glyco up | Vif imaging | MC4R ag barr | ABCB6 inh MLPCN | NOD2-RIPK2 inh | Granule exo inh | canonical_smiles
20.9 | -2.7 | 1.9 | 0.7 | -0.1 | -3.4 | 0.2 | 98.0 | 7.6 | -4.1 | CC1=C(C(=O)OCc2ccccc2)C(c2ccc([N+](=O)[O-])cc2)NC(=O)N1C (stereo not given)
3.2 | 11.3 | 2.5 | -4.3 | 0.4 | -2.1 | -1.5 | 97.0 | 0.6 | 0.2 | COc1ccc(OC2C(=O)N(c3cc(C)ccc3C)C2c2ccc(OC)c(OC)c2)cc1 (stereo not given)
3.5 | 3.5 | -2.8 | 1.0 | 0.2 | 15.1 | -0.1 | 97.0 | 4.1 | -1.0 | O=C(COC(=O)C1CCC(N2C(=O)C3C4CCC(C4)C3C2=O)CC1)c1ccc(F)cc1 (stereo not given)
-1.8 | 6.9 | 0.9 | 2.7 | 0.4 | 11.0 | -0.9 | 95.0 | -4.0 | 0.5 | CCC(C)NC(=O)CN(c1ccc(Cl)c(Cl)c1)S(C)(=O)=O (stereo not given)
4.2 | 4.8 | 1.2 | 1.3 | 0.6 | -10.3 | -0.8 | 99.0 | -9.7 | -1.1 | COc1ccc(-c2cc(C(F)(F)F)nc(NCc3cccnc3)n2)cc1
7.5 | 3.5 | -9.5 | -0.1 | -0.1 | -7.0 | -1.2 | 94.0 | 4.3 | 0.0 | CC(CCc1ccccc1)NC(=O)CN(C)Cc1ccccc1F (stereo not given)
1.9 | -2.4 | 6.0 | -3.5 | 0.5 | x | 0.5 | 102.0 | -2.8 | 5.4 | c1ccc(COc2ccc(OCCn3cncn3)cc2)cc1
0.1 | -14.7 | -5.0 | -1.0 | -0.1 | 4.7 | 1.3 | 103.0 | -4.2 | -11.4 | Cc1cccc(C(=O)NCCNC(=O)c2cccnc2)c1
3.4 | -0.7 | -0.2 | 0.7 | -0.1 | 7.6 | -2.6 | 101.0 | -2.4 | -1.4 | CCSc1nnc(NC(=O)CSc2ncccn2)s1
3.9 | -1.8 | 4.8 | -2.1 | -0.1 | -3.1 | -0.2 | 104.0 | -9.1 | 1.6 | O=C(Cn1nnc(-c2ccc(Cl)cc2)n1)NC1CCS(=O)(=O)C1 (stereo not given)
12.0 | 0.4 | -5.5 | -2.4 | -0.4 | -6.5 | 2.7 | 96.0 | -15.6 | 8.0 | COc1ccccc1-c1c(-c2ccc(OCC(=O)NN)cc2O)n[nH]c1C(F)(F)F
0.2 | -18.9 | 8.7 | -0.5 | -0.2 | -1.5 | 2.1 | 95.0 | -4.5 | -1.8 | CNC(=S)Nn1cnc2ccccc21
-0.8 | 3.4 | -0.7 | 2.1 | -0.3 | 1.4 | -3.0 | 95.0 | -0.8 | 3.7 | CC(C)(C)N1CC(COc2ccccc2)OC1=O (stereo not given)
5.2 | 3.8 | -7.2 | 3.0 | 0.2 | 6.4 | -1.9 | 98.0 | -6.3 | 0.1 | O=C(CCC(=O)OCC(=O)c1cccc([N+](=O)[O-])c1)Nc1ccccc1Cl
4.4 | -5.6 | 1.3 | 0.1 | -0.1 | 14.4 | 1.8 | 101.0 | -9.1 | -0.3 | Cc1cc(C)n(C(=O)CCCC(=O)n2nc(C)cc2C)n1
1.2 | -0.8 | 4.9 | -0.7 | -0.1 | 4.9 | -1.5 | 94.0 | -15.2 | -2.1 | CC1(C)Cc2ccccc2C(N/N=C/c2cccc(F)c2)=N1
-17.1 | -0.6 | -10.5 | -5.0 | 0.2 | 3.3 | 2.3 | 94.0 | 14.3 | 13.8 | CC1Oc2cc3oc4c(O)c(O)ccc4c(=O)c3c(O)c2C1(C)C (stereo not given)
2.3 | -7.9 | 6.5 | 0.2 | -0.2 | x | 2.2 | 100.0 | -8.0 | -1.5 | CCc1c(C)n([O-])c2c([n+]1=O)CCC2
12.7 | -11.0 | -1.2 | -1.0 | 0.2 | -0.6 | 1.2 | 97.0 | 3.3 | -2.9 | C=CCNC(=O)c1c(C(F)(F)F)nn(C)c1Cl
1.0 | 7.8 | -4.6 | 3.4 | -0.2 | -17.5 | -3.4 | 97.0 | 3.3 | 2.9 | COc1cccc(CNC(=O)CCCc2nnc3n(C)c(=O)c4sccc4n23)c1
5.5 | 1.0 | -7.3 | -1.3 | 0.0 | -7.1 | -1.4 | 101.0 | 3.1 | 13.9 | CCCCSc1nnc(-c2ccccc2N)c(=O)[nH]1
-10.4 | -0.6 | -1.7 | 1.8 | 0.2 | -8.0 | -1.6 | 88.0 | -4.3 | 31.3 | Cc1ccc(-c2nnn3c2nc(NC(C)C)c2ccccc23)cc1
-0.4 | 3.5 | 5.4 | -3.3 | 0.1 | x | 0.3 | 94.0 | 1.3 | 0.4 | CCOc1cc(S(=O)(=O)N2CCCCCC2)ccc1F
-2.4 | 5.2 | 5.3 | -4.5 | 0.0 | -4.3 | 14.6* | 98.0 | 1.5 | 1.8 | O=C(Nc1ccc(F)cc1F)c1csc(-c2cccs2)n1
7.9 | 0.4 | -1.5 | 1.2 | -0.1 | 7.2 | -1.1 | 103.0 | 4.5 | -2.3 | CCCOc1ccc(N2C(=O)CC(N(CCCO)C(=O)CC)C2=O)cc1 (stereo not given)
5.0 | 2.6 | 0.7 | 0.0 | -0.1 | 3.6 | -0.4 | 104.0 | -3.2 | 1.1 | CCN(CC)C(=O)CCc1nnc(CCc2c[nH]c3ccccc23)o1
10.1 | -5.0 | 2.8 | 1.8 | 0.0 | -7.1 | -4.1 | 95.0 | -2.8 | -10.0 | CCOc1ccc(C(=O)C(C)OC(=O)Cn2cnc3c2c(=O)n(C)c(=O)n3C)cc1 (stereo not given)
-27.7 | -12.5 | 13.9 | 0.3 | 0.0 | 7.5 | -0.1 | 93.0 | -13.2 | 1.5 | CCCn1c2ccccc2c2nnc(SCC(=O)OCC)nc21
-1.1 | -3.3 | 1.5 | 0.3 | -0.3 | 4.3 | -0.6 | 99.0 | -0.1 | -1.8 | CCOC(=O)C(NC(=O)CC)(Nc1ccc(S(=O)(=O)Nc2ncccn2)cc1)C(F)(F)F (stereo not given)
2.4 | 8.1 | 17.4 | -7.0 | 0.9 | 6.8 | 3.8 | 100.0 | -5.5 | 44.9 | Cc1ccc(C(C)C)c(OCC(=O)Nc2ccc3c(c2)nc(CCN2CCCCC2)n3C)c1
0.4 | -6.8 | -2.2 | -5.1 | -0.2 | 57.8* | 1.0 | 96.0 | -4.5 | 74.1* | Cc1ccc(C(C(=O)NCc2ccc(F)cc2)N(Cc2ccco2)C(=O)c2snc(C(N)=O)c2N)o1 (stereo not given)
16.4 | -10.6 | -6.3 | -1.0 | 0.1 | -6.9 | 2.2 | 98.0 | -4.6 | -3.8 | COCCNC(=O)C(c1ccc(C)cc1)N(C(=O)CCC(=O)Nc1ccccn1)c1ccc(F)cc1 (stereo not given)
-6.2 | -1.8 | 0.2 | -1.3 | 0.0 | -3.1 | -0.2 | 81.0 | -4.0 | 0.7 | NC(=O)c1ccsc1NC(=O)CSc1ccccc1F
6.8 | 0.9 | -1.8 | 1.8 | 0.0 | 10.6 | 1.4 | 122.0 | 6.0 | 1.2 | COC(=O)[C@H](CCSC)NC(=O)Nc1cc(C)ccc1C
9.8 | 2.2 | -0.1 | 1.7 | -0.2 | -6.1 | 19.6* | 101.0 | 5.2 | -6.8 | CCCCOc1ccc(C(=O)N/C(=C\c2cccc([N+](=O)[O-])c2)C(=O)OCc2ccco2)cc1
10.8 | 8.3 | 0.5 | 1.6 | -0.4 | 0.8 | -0.9 | 104.0 | -10.0 | 3.3 | Nc1ccn(Cc2ccccc2F)n1
-7.8 | -6.6 | 2.5 | 1.0 | 0.1 | 14.2 | -0.3 | 102.0 | -11.2 | 16.2 | O=C(O)c1ccc(NS(=O)(=O)c2cc(Cl)ccc2Cl)cc1O
13.2 | -2.6 | -2.0 | -2.4 | 0.2 | -19.2 | 1.3 | 97.0 | 3.9 | -10.4 | COc1ccc(COC(=O)C2=C(C)NC(=O)NC2c2cccc(Br)c2)cc1 (stereo not given)
7.0 | -1.7 | -4.2 | -1.0 | 0.1 | -5.6 | -1.2 | 98.0 | -6.6 | 19.0 | CN(Cc1ccccc1)C(=O)CN1C(=O)NC(C)(c2ccc(C(C)(C)C)cc2)C1=O (stereo not given)
0.4 | -5.3 | -5.8 | -8.5 | -0.2 | 0.9 | -2.6 | 95.0 | -4.8 | 13.3 | O=[N+]([O-])c1ccc(C=NN2CCCCCC2)cc1
1.7 | -6.8 | -5.5 | -0.3 | 4.0 | 5.9 | 0.3 | 95.0 | 4.3 | -1.9 | Cc1ccc(CSc2ccc(C(=O)N3CCOCC3)cc2[N+](=O)[O-])cc1
-0.9 | 4.2 | -0.7 | -4.7 | 0.0 | 12.1 | -0.3 | 97.0 | 1.6 | -4.0 | CCOC(=O)N1CCN(CC(=O)Nc2nc3ccc(OC)cc3s2)CC1
-22.3 | -3.3 | 8.7 | 0.7 | -0.2 | 1.3 | -2.9 | 98.0 | 20.2 | 34.0 | Cc1cccc(OCCCN2C(=O)C(=O)c3cc(C)ccc32)c1
6.9 | 4.2 | -0.6 | 4.2 | 0.2 | 3.6 | -0.2 | 100.0 | 0.4 | -0.5 | CNC(=S)N1CCc2cc(OC)c(OC)cc2C1COc1ccc(OC)cc1 (stereo not given)
0.7 | -1.7 | 6.9 | 1.3 | -0.1 | -15.9 | 0.1 | 100.0 | 3.1 | -4.4 | CC(OC(=O)CCc1ccccc1)C(=O)Nc1ccc(Cl)cn1 (stereo not given)
3.2 | -1.9 | 2.8 | -3.9 | 0.0 | -2.1 | -1.4 | 99.0 | -1.0 | 0.8 | O=C(c1ccc(Oc2ccccc2)cc1)C1CCCN(C(=O)c2cnccn2)C1 (stereo not given)
2.7 | 15.2 | -7.2 | 2.1 | 0.1 | -3.0 | -3.1 | 481.0 | 2.0 | -2.4 | CC1(C)CC(=O)C(C=Nc2cc(C(=O)c3ccccc3)ccc2N)=C(O)C1

# High-throughput results as filed in PubChem BioAssay.

# Some of the compounds tested; rates above refer to the full screens.
